# Assay outcomes from PubChem.
# Anthrax LF prot: Bacillus anthracis LF protease inhibitors, primary screen, biochemical, multiplex microsphere, MLPCN library; hit rate 0.12% among 360,000; AID 588501, 2011; inhibition, % at 10 µM; multiplex microsphere protease cleavage assay; Lethal factor (Bacillus anthracis), P15917; in the data active means inhibition above about 30%; further: plate controls were buffer without enzyme for full effect and enzyme alone for no effect
# SARS 3CLpro inh: SARS-CoV 3CLpro protease inhibitors, primary screen, biochemical, quenched FRET. Replicase polyprotein 1ab (Severe acute respiratory syndrome coronavirus), P0C6X7. recombinant SARS-CoV 3CLpro, quenched FRET peptide cleavage. inhibition, % at 6 µM. hit rate 0.14% among 290,000. AID 1706, 2009; in the data active means inhibition above about 12%
# DUSP3 inh: VHR1 phosphatase inhibitors, primary screen, biochemical, absorbance, uHTS | Dual specificity protein phosphatase 3 (Homo sapiens), P51452 | recombinant VHR phosphatase, pNPP absorbance | inhibition, % at 13.3 µM | hit rate 0.52% among 290,000 | AID 1654, 2009; in the data active means inhibition above about 50%; further: some compounds called inactive have numbers as strong as hits
# Target sequence (P51452 whole entry, looked up): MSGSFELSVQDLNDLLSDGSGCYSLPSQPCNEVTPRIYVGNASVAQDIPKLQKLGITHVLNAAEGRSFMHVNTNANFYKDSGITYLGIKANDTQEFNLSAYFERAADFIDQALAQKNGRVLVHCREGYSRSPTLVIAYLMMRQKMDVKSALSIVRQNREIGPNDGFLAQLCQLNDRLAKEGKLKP
# SSB-PriA inh: inhibitors of Klebsiella pneumoniae PriA binding to SSB C-terminal tail, primary screen, biochemical, AlphaScreen. PriA–SSB C-terminal tail interaction (Klebsiella pneumoniae). AlphaScreen SSBct-PriA binding, biotinylated peptide. inhibition, % at 33 µM. hit rate 0.6% among 430,000. AID 1272365, 2023; in the data active means inhibition mostly above about 37%, no sharp cut-off; inactive means mostly below about 20%;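 further: plate controls were negative control peptide for no effect and reference peptide for full effect; strong numbers were not always called active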
# TcdB GH inh: TcdB glycohydrolase inhibitors, primary screen, biochemical, single point, plate reader; Toxin B (Clostridioides difficile), P18177; TcdB glycohydrolase enzymatic assay; inhibition, % at 9.99 µM; hit rate 0.24% among 350,000; AID 652162, 2013; in the data active means inhibition above about 10%
# BH1578 lux ind: inducers of Vibrio cholerae quorum light production without autoinducers, primary screen, BH1578 luxS cqsA deficient, single point | activation, % at 18.7 µM | AID 588436, 2011 | V. cholerae BH1578 lux reporter, luminescence, 6 h | hit rate 0.16% among 350,000; in the data active means activation mostly above about 9.7%, no sharp cut-off; further: not every result past the cut was called active; inactives centre near 0; reference of the scale not given here
# PfHsp40 yeast: rescue of yeast from PfHsp40 toxicity, primary screen, S. cerevisiae, ATP luminescence | S. cerevisiae expressing PfHsp40, growth rescue | growth rescue, % at 12.5 µM | hit rate 0.68% among 340,000; in the data active means growth rescue above about 28%, passing the limit was not always enough;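 further: yeast W303a lacking pdr1 and pdr3 grown in galactose medium; growth measured after three days at 30 °C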
# Rv3671c inh: Rv3671c serine protease inhibitors, primary screen, biochemical, fluorescence polarization, M. tuberculosis H37Rv | AID 2606, 2010 | inhibition, % at 5.96 µM | P9WHR9 | hit rate 0.048% among 320,000; in the data active means inhibition above about 38%;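 further: extracellular domain of Rv3671c used as enzyme; 0% = enzyme with DMSO and 100% = no enzyme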
# Target sequence (P9WHR9 whole entry, looked up, the tested form may be a part): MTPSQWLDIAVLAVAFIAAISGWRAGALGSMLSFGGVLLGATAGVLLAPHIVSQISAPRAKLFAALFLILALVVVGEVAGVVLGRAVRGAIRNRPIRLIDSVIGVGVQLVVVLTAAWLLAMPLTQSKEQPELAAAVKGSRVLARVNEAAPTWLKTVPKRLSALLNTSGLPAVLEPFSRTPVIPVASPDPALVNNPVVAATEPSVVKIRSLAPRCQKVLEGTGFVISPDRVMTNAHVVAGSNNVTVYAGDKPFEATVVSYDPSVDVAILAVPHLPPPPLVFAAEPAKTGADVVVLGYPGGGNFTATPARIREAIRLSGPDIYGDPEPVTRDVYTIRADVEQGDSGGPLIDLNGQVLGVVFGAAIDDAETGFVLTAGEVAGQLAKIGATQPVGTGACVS
# MazF activator: activators of E. coli MazEF toxin-antitoxin RNase, primary screen, biochemical, fluorescence, uHTS. activation, % at 20 µM. hit rate 0.32% among 350,000. AID 504720, 2011. Endoribonuclease toxin MazF (Escherichia coli (strain K12)), P0AE70. FAM/BHQ RNA-DNA oligo cleavage fluorescence, 5 h; in the data active means activation above about 50%
# Target sequence (P0AE70 whole entry, looked up): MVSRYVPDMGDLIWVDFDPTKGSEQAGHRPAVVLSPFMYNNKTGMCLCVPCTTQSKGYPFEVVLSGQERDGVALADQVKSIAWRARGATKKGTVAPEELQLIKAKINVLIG
# Y pestis TopoI: Yersinia pestis topoisomerase I inhibitors, primary screen, biochemical, cleavage product accumulation, plate reader, single point; DNA topoisomerase I (Yersinia pestis CO92); Y. pestis Topo-I cleavage product accumulation; activity, % at 10 µM; hit rate 0.064% among 360,000; AID 504884, 2011; in the data active means activity above about 50%, passing the limit was not always enough; further: inactives centre near 2
# The depositor's hits bear a star; i = inactive; · = no result given; & = joins results of further samples.
SMILES,Anthrax LF prot,SARS 3CLpro inh,DUSP3 inh,SSB-PriA inh,TcdB GH inh,BH1578 lux ind,PfHsp40 yeast,Rv3671c inh,MazF activator,Y pestis TopoI
Cc1noc(C)c1COC(=O)c1cccc(S(=O)(=O)N2CCOCC2)c1,-1.6,·,·,5.5,1.5,i,1.0,-2.3,1.4,-1.5
Cc1ccc(OCCCC(=O)Nc2ccc(S(=O)(=O)Nc3ccccn3)cc2)cc1,-2.6,-1.1,5.1,-8.8,0.9,-0.1,-0.6,-1.2,11.7,2.7
c1ccc2c(c1)CCN(c1nc3ccccc3n3cnnc13)C2,-6.1,-1.6,29.2,-1.1,1.5,-0.3,0.7,-20.7,9.8,16.1
CC(C)C[C@H](NC(=O)C1CCN(S(=O)(=O)c2ccccc2)CC1)C(=O)NCc1ccncc1,2.7,-2.9,1.8,-10.8,0.0,-0.3,1.6,-5.2,-4.2,3.2
Cc1noc(NS(=O)(=O)c2ccc(NC(=O)CSc3nnc4c(n3)[nH]c3ccccc34)cc2)c1C,-1.2,4.0,-5.7,4.4,·,-0.4,5.5,-10.0,8.5,1.9
CSC(=O)NC12CC3CC(CC(C)(C3)C1)C2,-3.9,-0.4,35.3,-11.7,·,i,1.5,1.5,1.4,5.8
COC1CCN(C(=O)CC2C(=O)NCCN2CC2CCCCC2)CC1 (centres undefined),-3.8,1.0,35.0,-8.2,0.4,-0.4,-1.0,-6.7,-1.2,2.2
COc1ccccc1-c1ccc(SCc2ccc(C)cc2)nn1,-3.4,-0.4,22.5,7.1,2.9,-0.4,26.3*,5.0,-0.8,41.0
CCN1CCN(c2ccc(S(=O)(=O)N3CCOCC3)cc2NC(=O)c2ccc(Cl)s2)CC1,-3.3,·,·,-14.4,1.4,1.2,-0.3,2.9,6.1,9.1
COc1ccc(N2CCN(C(=O)CCCCCn3c(=S)[nH]c4cc5c(cc4c3=O)OCO5)CC2)cc1,-0.7,-2.0,3.7,-4.1,·,i,0.9,-3.4,9.2,7.6
CC(C)C(C)(C#N)NC(=O)CSc1nc2scc(-c3ccc(F)cc3)c2c(=O)n1Cc1ccccc1 (centres undefined),-1.0,7.0,9.0,-11.9,·,-0.2,-1.2,-36.4,2.3,10.4
CC(C)CN1C(=O)/C(=C(/C#N)C(=O)NC2CCCCC2)c2ccccc21,-1.1,6.1,17.4,-4.4,1.4,-0.3,0.0,7.4,5.7,1.3
CC(C)n1c(O)c(N=Nc2ccccn2)c2ccccc21,-1.5,4.2,-2.7,-12.6,-0.3,-0.4,0.4,3.3,-0.5,6.5
O=C(O)CN1C(=O)C(=O)N(Cc2c(F)cccc2Cl)C1=O,12.2,4.6,-3.3,0.1,0.7,0.5,-1.6,3.7,10.4,3.7
CCCc1c(C(=O)Nc2ccc(N3CCOCC3)cc2)cnn1-c1ccccc1,·,10.2,13.1,9.1,-0.1,-1.3,-0.3,2.9,1.7,3.3
CCCCNC(=O)COC(=O)c1ccc(SC)cc1OC,-3.0,0.7,21.8,-2.5,0.6,1.2,2.3,3.7,-1.0,2.3
c1ccc(-c2ncc3ccccn23)cc1,-1.1,-6.0,-4.8,-10.4,1.3,-0.3,-0.1,9.7,-0.1,-3.1
Cc1cccc(NC(=O)CSc2nc3ccccc3c3nc(CCc4c(C)n[nH]c4C)nn23)c1,-6.1,5.4,20.2,-4.5,·,-0.2,-0.3,-17.9,-4.2,-2.3
CCCCNC(=S)NNC(=O)c1csc(C(C)C)c1,1.7,0.1,-8.8,-10.5,·,-0.4,0.8,7.0,2.2,-0.9
CCN(c1ccc(C(=O)CN2C(=O)NC3(CCOc4ccccc43)C2=O)cc1)S(C)(=O)=O (centres undefined),-3.9,·,·,8.4,-0.4,-0.9,0.8,-0.9,-3.9,-3.5
CCOc1ccc(NC(=O)CC(Cc2cc(C)cc(C)c2)C(=O)O)cc1 (centres undefined),9.4,2.8,53.0*,4.7,1.3,0.6,1.3,·,6.6,6.3
CCOc1ccc(S(=O)(=O)Nc2cccnc2)cc1,-7.4,0.9,4.5,-13.7,·,i,0.6,2.2,7.8,8.0
O=CNc1ccc(S(=O)(=O)NCc2ccccc2)cc1,-1.0,4.3,34.7,5.0,·,-0.4,-0.2,0.1,-3.0,0.8
COc1ccc2nc(SCC(=O)Nc3c(C)cc(C)cc3C)[nH]c2c1,-3.8,1.7,28.7,6.4,·,i,11.3,6.7,-18.7,1.8
Cc1cc(OCC(=O)N[C@@H](CSCc2ccccc2)C(=O)O)c2c(C)c(C)c(=O)oc2c1,-7.0,0.5,12.7,-6.8,-0.7,-0.6,1.5,-6.1,-3.5,8.0

# Going on with the list.
SMILES,Anthrax LF prot,SARS 3CLpro inh,DUSP3 inh,SSB-PriA inh,TcdB GH inh,BH1578 lux ind,PfHsp40 yeast,Rv3671c inh,MazF activator,Y pestis TopoI
CCCCOc1cccc(C(=O)Nc2ccc(NC(=O)c3ccco3)cc2)c1,-0.8,-2.8,-6.8,-7.7,-0.3,-0.4,0.0,2.7,-5.6,9.1
CN1C(=S)SC(/[N+]([O-])=C\c2ccc(Cl)cc2)C1(C)C (centres undefined),·,-2.5,27.0,-4.0,·,0.4,0.0,-0.8,-1.8,-5.8
O=C(Nc1cccc2ccccc12)c1ccc2sc([C@H]3C[C@H](O)[C@@H](CO)O3)nc2c1,-8.1,·,·,·,0.1,i,·,·,·,1.4
CCOC(=O)Cn1c(C)nc2c(C(=O)OCC)sc(C)c2c1=O,9.4,3.0,-5.7,-2.3,·,2.6,-1.2,0.8,18.9,-8.3
COc1ccc(C(=O)OCC(=O)Nc2ccc3c(c2)OCCO3)c(OC)c1,-6.1,·,·,-7.3,3.0,i,1.7,-4.9,3.5,9.6
COc1cccc(OC)c1C(=O)N1CCN(Cc2ccc3c(c2)OCO3)CC1,3.8,-4.0,35.6,5.3,·,-1.7,-0.4,-3.2,-4.7,0.8
CCOC(=O)C1CCCN(S(=O)(=O)c2ccc3c4c2CC(=O)N4CC(C)S3)C1 (centres undefined),-2.0,-2.2,-10.2,-14.4,0.8,1.9,0.2,-6.2,11.8,3.6
Cc1sc(NC(=O)c2ccccc2)c(C(=O)N2CCN(C)CC2)c1C,-1.7,-1.0,31.7,-8.1,·,-0.3,0.2,6.3,-5.2,5.2
Clc1cccc(CNc2ccn3nc(-c4ccccc4)cc3n2)c1,-1.2,·,·,·,-0.6,-0.8,·,·,·,-4.0
CCOC(=O)CC1C(=O)NCCN1S(=O)(=O)c1ccc(Cl)cc1 (centres undefined),0.2,1.8,28.7,-2.7,·,1.6,-0.9,2.5,19.4,-3.9
Cc1cccc(CC2SC(N3CCN(c4ccccc4)CC3)=NC2=O)c1 (centres undefined),-0.7,-2.9,4.3,-5.0&-4.0&-2.8,·,0.3,4.3,12.1,1.3,26.6
Cc1ccc(C(=O)OCC(=O)NCCc2ccc(S(N)(=O)=O)cc2)o1,-5.3,·,·,-14.2,0.6,-7.6,1.5,3.5,14.4,4.3
O=C(COC(=O)c1cccs1)NCc1ccc2c(c1)OCO2,1.5,-2.0,-15.2,-12.4,·,i,-0.5,-9.1,6.3,5.8
Cc1c(C(=O)NC2CC2)oc2ccccc12,-1.0,·,·,-2.1,0.4,i,-1.2,8.0,4.0,5.2
O=C(NCc1ccccc1)Nc1cccn(Cc2ccccc2)c1=O,7.0,4.2,-7.9,2.7,·,-0.3,0.8,0.1,1.6,7.8
COc1ccc(-c2nc(CCNS(=O)(=O)c3ccc4c(c3)OCCO4)cs2)cc1,-13.8,2.0,6.6,8.7,0.7,-0.2,0.0,-8.6,6.7,-1.2
CC(=O)N1c2c(ccc3ccccc23)C(C)CC12CCCCC2 (centres undefined),-2.0,-0.7,12.9,-11.9,·,1.0,1.7,0.8,6.5,37.2
CC(C)(C)OC(=O)NCCCC[C@@H](C(=O)NCCCCCCCCCCC(=O)N1CCN(C(=O)OC(C)(C)C)CC1)n1cc(CCCC(=O)O)nn1,-5.0,·,·,-4.0,-0.9,1.2,10.7,-3.3,2.6,45.5
CC1(O)C[C@]2(C)N(O)C3CCCC[C@@H]3N2O1 (some centres undefined),4.2,-0.5,12.7,-6.0,·,-5.3,0.8,6.4,0.2,-0.5
CC(=O)Nc1ccc(S(=O)(=O)Oc2ccc(N3C(=O)C4CCCCC4C3=O)cc2)cc1 (centres undefined),-6.2,-3.0,2.7,-12.2,0.5,i,0.1,4.4,-5.0,9.1
O=C(NCc1ccco1)c1ccc(Cn2c(=O)c3ccccc3n(Cc3cccc(Cl)c3)c2=O)cc1,-5.9,4.6,31.2,-2.9,·,8.7,1.9,-4.2,-0.6,8.2
Cc1ccc(C)c(NC(=O)C2C3CCCC2C3c2ccccc2)c1 (centres undefined),-0.1,-3.3,5.4,-7.0,·,-1.3,0.4,-2.4,-0.4,2.6
Cc1occc1-c1nnc(SCC(=O)NCC2CCCO2)n1C (centres undefined),0.1,-0.9,22.7,10.9,·,-0.3,-0.9,-7.2,-1.3,-4.4
O=C(Nc1cc(Br)ccc1O)c1cc(-c2ccc3c(c2)OCO3)on1,-0.7,2.0,35.0,6.5,0.8,-0.5,-0.6,-12.4,-31.1,-1.8
CC(C)NC(=O)CSc1nnc(CNC(=O)OC(C)(C)C)n1C,-8.2,-0.5,8.7,-3.5,0.1,-0.5,-1.9,2.1,4.5,4.5

# The listing continues:
SMILES,Anthrax LF prot,SARS 3CLpro inh,DUSP3 inh,SSB-PriA inh,TcdB GH inh,BH1578 lux ind,PfHsp40 yeast,Rv3671c inh,MazF activator,Y pestis TopoI
COC(=O)C(C)Nc1cccc(Br)c1 (centres undefined),5.7,-5.0,-5.1,-16.7,0.0,-0.5,-1.0,8.0,3.3,1.8
CC(=O)N1CCOc2ccc(S(=O)(=O)N3CCC(C(=O)Nc4ccccc4F)CC3)cc21,0.6,0.3,1.1,-3.7,1.0,-0.2,-0.9,-5.1,1.4,3.5
CN(C(=O)CSc1nnc(-c2ccc(F)cc2)n1C)C1CCS(=O)(=O)C1 (centres undefined),-10.5,·,·,1.8,-0.8,i,-2.6,5.6,-2.6,-1.9
Cc1c(C(=O)N2CCCc3ccccc32)sc2nc(-c3ccccc3)cn12,6.2,·,14.2,-0.7,1.1,-0.2,-0.2,-6.7,-0.7,20.3
CC(=O)N1CCN(c2nc(-c3cccs3)nc3ccccc23)CC1,-3.4,-5.2,2.3,3.9,2.7,i,0.3,2.9,-9.7,4.6
Cc1cccc(NCc2ccccc2O)n1,-0.5,0.2,1.5,1.0,·,i,-1.4,4.4,5.9,1.6

# An excerpt from further up, for reference:
SMILES,Anthrax LF prot,SARS 3CLpro inh,DUSP3 inh,SSB-PriA inh,TcdB GH inh,BH1578 lux ind,PfHsp40 yeast,Rv3671c inh,MazF activator,Y pestis TopoI
CN(C(=O)CSc1nnc(-c2ccc(F)cc2)n1C)C1CCS(=O)(=O)C1 (centres undefined),-10.5,·,·,1.8,-0.8,i,-2.6,5.6,-2.6,-1.9
Cc1c(C(=O)N2CCCc3ccccc32)sc2nc(-c3ccccc3)cn12,6.2,·,14.2,-0.7,1.1,-0.2,-0.2,-6.7,-0.7,20.3
CC(=O)N1CCN(c2nc(-c3cccs3)nc3ccccc23)CC1,-3.4,-5.2,2.3,3.9,2.7,i,0.3,2.9,-9.7,4.6
Cc1cccc(NCc2ccccc2O)n1,-0.5,0.2,1.5,1.0,·,i,-1.4,4.4,5.9,1.6

# Some of the compounds tested; rates above refer to the full screens.
